# Nrf2 inh = blocks Nrf2 signaling; Potency, µM (top dose mostly 46 µM), without a hit: top-dose activity change, negative = inhibition, usual class: inhibitors; 360,000 tested, 2.1% active; A549 ARE-Fluc reporter, luciferase luminescence, 18-24 h; also: potency is read from the fitted curve at half-maximal effect; % is scaled to controls: 0 for no effect and ±100 for the full control effect; nearly all actives have a fitted effect of over 60% in size
#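 Quantitative HTS in A549 cells stably bearing an antioxidant response element-firefly luciferase construct. Inhibition of Nrf2-driven transcription was scored by luminescence after 18-24 h of compound exposure at 37 °C.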
# A549 viability = A549 cytotoxicity, counter-screen for Nrf2 inhibitors | Potency, µM (series often up to 46 µM), without a hit: top-dose activity change, negative = cytotoxicity, hits mostly inhibitors | A549 ARE-Fluc cells, CellTiter-Fluor viability, 18-24 h | 390,000 tested, 0.16% active | AID 504648; also: potency is read from the fitted curve at half-maximal effect; % is scaled to controls: 0 for no effect and ±100 for the full control effect
#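 A549 ARE-Fluc cells in 5% FBS OPTI-MEM, 5000 cells/well, rested 2 h then exposed to compounds in concentration-response for 18-24 h at 37 °C. Viability by CellTiter-Fluor fluorescence (Ex 405/Em 525) after 30 min; luciferase luminescence (BugLite, 15 min, RT) read afterwards.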
# pAkt inh = inhibitors of Akt phosphorylation; 360,000 tested, 0.32% active; activity change, % for hits at 50 µM; Neuro2A IGF-stimulated pAkt S473 HTRF, 20 min; active compounds read low; AID 651550; in the data active = activity change below about -80%; inconclusive = mostly about -51% to -80%; also: % is scaled to controls: 0 for no effect and ±100 for the full control effect
#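 Neuro2A cells (4,500/well, DMEM with 0.5% FBS) were treated with compound at a single 50 µM final concentration, stimulated with 6 nM IGF for 20 min at 37 °C, and lysed. Phospho-Akt Ser473 was read by HTRF as 665/615 ratio ×10^4.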
# EPAC2 antag = antagonists of human EPAC2. Q8WZA2. EPAC2 GEF exchange of Rap1B-BODIPY-GDP, fluorescence. Potency, µM (titrated, usually from 114 µM), for inactives: top-dose activity, negative = inhibition, actives largely listed as inhibitors. 360,000 tested, 0.18% active. AID 720708; also: potency is read from the fitted curve at half-maximal effect; % is scaled to controls: 0 for no effect and ±100 for the full control effect; nearly all actives have a fitted effect of over 45% in size; many of its hits are not listed in these tables
# Target sequence (Q8WZA2 whole entry, looked up): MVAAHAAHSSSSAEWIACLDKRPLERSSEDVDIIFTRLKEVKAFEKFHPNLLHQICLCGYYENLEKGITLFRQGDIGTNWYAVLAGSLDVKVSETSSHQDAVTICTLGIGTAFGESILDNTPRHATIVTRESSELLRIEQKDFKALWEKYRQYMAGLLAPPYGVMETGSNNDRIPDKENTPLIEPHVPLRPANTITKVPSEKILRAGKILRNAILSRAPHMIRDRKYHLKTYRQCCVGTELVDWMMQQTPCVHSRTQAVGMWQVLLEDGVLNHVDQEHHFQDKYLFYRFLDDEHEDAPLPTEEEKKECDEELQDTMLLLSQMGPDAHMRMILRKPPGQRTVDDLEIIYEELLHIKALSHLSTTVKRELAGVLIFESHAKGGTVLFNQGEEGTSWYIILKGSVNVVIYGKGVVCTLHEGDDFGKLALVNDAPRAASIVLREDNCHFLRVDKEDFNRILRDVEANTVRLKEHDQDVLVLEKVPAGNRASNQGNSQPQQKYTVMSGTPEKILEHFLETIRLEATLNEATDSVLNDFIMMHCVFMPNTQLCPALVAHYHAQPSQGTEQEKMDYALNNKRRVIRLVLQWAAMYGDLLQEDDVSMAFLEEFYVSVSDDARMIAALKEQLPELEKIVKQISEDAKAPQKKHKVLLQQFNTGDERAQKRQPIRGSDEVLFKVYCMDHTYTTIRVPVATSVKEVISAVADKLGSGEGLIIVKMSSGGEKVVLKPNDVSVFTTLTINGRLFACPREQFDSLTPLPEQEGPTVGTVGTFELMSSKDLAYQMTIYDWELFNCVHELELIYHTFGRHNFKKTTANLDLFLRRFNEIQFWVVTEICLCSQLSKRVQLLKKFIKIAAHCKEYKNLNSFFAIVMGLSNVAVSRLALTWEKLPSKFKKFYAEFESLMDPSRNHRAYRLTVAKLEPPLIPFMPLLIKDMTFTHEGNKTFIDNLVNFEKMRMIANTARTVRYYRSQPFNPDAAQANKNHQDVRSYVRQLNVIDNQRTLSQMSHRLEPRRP
# Mm-Cpn inhibitor = inhibitors of Methanococcus maripaludis chaperonin (MmCpn); purified Mm-Cpn ATPase, ADP Transcreener TR-FRET; Potency, µM (top dose mostly 76.9 µM), for inactives: at the top dose activity, negative = inhibition, usual class: inhibitors; 330,000 tested, 0.031% active; AID 504842; also: potency is read from the fitted curve at half-maximal effect; % is scaled to controls: 0 for no effect and ±100 for the full control effect; nearly all actives have a fitted effect of over 80% in size
#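 Eu-cryptate anti-ADP/ADP-d2 competition gives a ratio inversely related to ADP. Enzyme at 25 nM was pre-exposed to compound for 10 min, then given 10 uM ATP for 30 min, 37°C throughout.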
# TGFb inhibitor = inhibitors of TGF-b signaling. HepG2 CAGA-GFP TGF-b/SMAD3 reporter, GFP fluorescence, 18 h; TGF-beta stimulated, 500 pg/mL final. Potency, µM (titrated, usually from 46.1 µM), inactives show at the top dose activity, negative = inhibition, actives largely listed as inhibitors. 410,000 tested, 1.2% active. AID 588855; also: potency is read from the fitted curve at half-maximal effect; % is scaled to controls: 0 for no effect and ±100 for the full control effect; nearly all actives have a fitted effect of over 65% in size
#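 Smad-responsive CAGA-GFP expression was quantified in HEPG2 cells exposed to compounds and 500 pg/mL final TGF-beta for 18 h at 37 degrees C; unstimulated wells defined full inhibition.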
# CCT modulator = modulators of cytosolic chaperonin (CCT/TRiC) activity; 360,000 tested, 0.3% active; activity change, % (test concentration not listed), hits read low; purified chaperonin ATPase assay, HTRF ADP detection, 30 min; in the data active = activity change below about -30%; also: % is scaled to controls: 0 for no effect and ±100 for the full control effect
#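 Nucleotide hydrolysis assay: TRiC at 20–40 nM final (set by batch activity) with 10 uM ATP, 30 min at 37 °C, in presence of 76 uM compound. Detection by competitive ADP HTRF, 30 min ambient.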
# Nrf2 ARE act = Nrf2 pathway activation. AREc32 ARE-luciferase reporter (MCF7-derived line), luminescence, 24 h. Potency, µM (series often up to 46.1 µM), without a hit: at the top dose activation, hits mostly activators. 410,000 tested, 0.31% active. AID 624171; also: potency is read from the fitted curve at half-maximal effect; % of control where 0% means no effect; nearly all actives have a fitted effect of over 65% in size
#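 AREc32 cells carrying an ARE-driven firefly luciferase, 1000 cells/well in OPTI-MEM with 5% FBS, dosed after overnight attachment and incubated 24 hr at 37 deg C. Steady-Glo luminescence read after 30 min at RT.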
# EPAC2 ag = EPAC2 (human) agonism | Potency, µM (doses to about 154 µM), inactives show at the highest dose activation, actives largely listed as activators | EPAC2 activation, biochemical qHTS; response scale: 100% = 6.5 mM cAMP response | 360,000 tested, 0.079% active; also: potency is read from the fitted curve at half-maximal effect; nearly all actives have a fitted effect of over 50% in size
#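 Each well held 100 nM EPAC2, 250 nM RAP1B-BODIPY-GDP and 50 uM GDP. Fluorescence, read at 5-min intervals to 30 min, was referenced to a 6.5 mM cAMP positive control.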
# * marks the source's active call; other numbers are inactive results; i = inactive; ? = inconclusive; . = not tested or not shown; [ ] = remark or other dose. Unless noted, calls follow the shape of the dose curve; as a rule, active = well fitted curve in the direction sought with a large enough effect; inconclusive = small, poorly fitted or top-dose-only effect, or another doubt; inactive = no such curve, though single readings can be large; an effect the other way counts as inactive or inconclusive. Some of the compounds tested (hit frequency here may not be typical).
# Order of results – Nrf2 inh, A549 viability, pAkt inh, EPAC2 antag, Mm-Cpn inhibitor, TGFb inhibitor, CCT modulator, Nrf2 ARE act, EPAC2 ag
> CCOC(OCC)c1nc(N)[nH]c(=O)c1CCCCc1ccccc1
    -26.9%, 3.3%, i, -1.8%, ., 16.5%, -1.5, 0.3%, 3.6%
> CCOC(=O)N1CCC(N2C(=O)c3ccccc3C2Nc2ccc3c(c2)OCCO3)CC1 (stereo not drawn)
    ?, -1.3%, i, 7.5%, 1.1%, 3.1%, -1.5, -0.6%, 6.6%
> O=c1c(Cc2ccc(F)cc2)c(O)ccn1CCc1cnc[nH]1
    18.7%, 1.8%, i, -0.5%, 2.9%, -3.4%, -1.2, 0.2%, 3.1%
> c1ccc2cc(CCO[C@H]3CCCCO3)ncc2c1
    ?, -1.2%, i, 7.8%, 1.8%, -5.3%, -1.5, -3.6%, 18.1%
> O=C(NCCC1CCCCN1S(=O)(=O)c1ccccc1)C(=O)NCc1ccccc1 (stereo not drawn)
    -0.4%, -0.9%, i, -14.2%, 2.4%, 2.3%, -12.0, -0.6%, 11.7%
> CC1CCCCC1NC(=O)CCc1nc2sc3c(c2c(=O)[nH]1)CCCC3 (stereo not drawn)
    4.3%, 5.0%, i, -16.9%, -3.5%, -10.9%, 0.2, 0.3%, -8.6%
> CC1(C)CC(NC(=S)Nc2ccc(S(N)(=O)=O)cc2)CC(C)(C)N1
    -0.9%, 3.1%, i, -9.9%, 0.8%, 7.2%, -4.1, -0.2%, 9.0%
> COc1ccc(Cc2nc3ccc(S(=O)(=O)N4CCOCC4)cc3[nH]2)cc1OC
    ?, -4.2%, i, 0.0%, -0.1%, -6.0%, 1.7, -0.5%, -0.4%
> CCOC(=O)Cc1csc(SC(C)C(=O)NC2CCCCC2C)n1 (stereo not drawn)
    -1.7%, 0.3%, i, 7.8%, 0.4%, -21.8%, -3.0, -0.6%, 0.4%
> CCC(Sc1nc2nccnc2c(=O)n1Cc1ccc(F)cc1)C(=O)NC1CCCCC1 (stereo not drawn)
    13.4%, -0.7%, ., ., ., -54.9%, ., 1.2%, .
> CCOC(=O)N(O)c1ccc(C=Cc2ccccc2)cc1
    12.2%, -9.0%, i, 5.4%, ., ?, -1.2, 17.3%, -7.1%
> O=C(Nc1ccc(C(=O)N2CCCCC2)cc1)[C@H]1O[C@@H](n2ccc(=O)[nH]c2=O)[C@H](O)[C@@H]1O
    ., ., i, 9.9%, ., 11.9%, -0.3, -0.5%, 4.5%
> CCN(CC)c1ccc([N+](=O)[O-])cc1/C=N/NC(=O)CC#N
    -5.6%, -1.2%, i, -1.6%, -1.4%, 0.5%, -5.0, -0.3%, 3.1%
> CCCc1nn2c(=O)cc(CSCC(=O)Nc3ccc(OC)cc3)nc2s1
    8.5%, 4.5%, i, 0.6%, -0.9%, 6.4%, -0.3, 0.2%, 1.3%
> Clc1c(OCCCn2ccnc2)ccc2ccccc12
    -19.9%, 3.0%, i, -24.9%, -2.5%, ?, -10.0, 0.2%, 7.4%
> CC(C)CCNC(=O)CO/N=C/c1ccccc1OC(F)F
    -17.4%, 11.0%, i, -2.9%, 0.9%, -20.9%, -1.6, 0.0%[9.22 µM], 6.5%
> CCN1CCN(C(=O)c2cc3sccc3n2CC(=O)c2ccccc2)CC1
    1.5%, 3.1%, i, 5.9%, 0.7%, 12.4%, 0.1, 2.4%, 2.1%
> O=[N+]([O-])c1ccccc1/C=C/C=N/Nc1ccc(S(=O)(=O)Nc2ccc(Cl)cc2)cc1[N+](=O)[O-]
    -10.8%, ?, i, -29.3%, -4.3%, -9.5%, -0.2, 3.8%, 1.6%
> O=C(Nc1cc(S(=O)(=O)N2CCOCC2)ccc1N1CCCC1)c1ccc2c(c1)S(=O)(=O)c1ccccc1C2=O
    -1.5%, -13.4%, i, 2.4%, -5.9%, -13.5%, -3.2, 0.2%, 18.9%
> Nc1ccccc1C(=O)Nc1nccs1
    ?, 12.1%, i, -4.5%, -0.4%, 0.9%, 2.5, 5.4%, -1.4%
> COc1ccccc1-n1ccnc(SCC(=O)NCc2ccccc2Cl)c1=O
    ?, -0.6%, i, -6.1%, -17.3%, ?, -4.5, 3.1%, -3.4%
> O=C(NCc1cccc(C(F)(F)F)c1)c1cccc(Cl)c1Cl
    -19.3%, 5.8%, i, -5.6%, 2.4%, -1.5%, 0.1, -0.3%, 12.3%
> COc1cc(C(=O)NCc2nc(C)cs2)ccc1OC1CCN(C(C)=O)CC1
    0.3%, 3.7%, i, -1.6%, 1.5%, 14.9%, 0.3, 1.7%, 2.6%
> Cc1nn(C)cc1/C=N/NC(=S)Nc1ccc(Cl)cc1Cl
    -21.2%, -4.9%, i, 0.9%, -0.8%, 0.0%, -2.2, 3.5%, 4.7%
> Cc1ccc2c(C(=O)CN3CCSCC3)c(C)[nH]c2c1
    -5.4%, -6.0%, i, -0.9%, 1.0%, 7.3%, 1.1, -0.4%, -4.6%
> Cc1onc(-c2ccccc2Cl)c1C(=O)N1CCCCC1C(=O)O (stereo not drawn)
    3.3%, 0.0%, i, 5.9%, 1.5%, 9.4%, -0.7, 0.1%, -1.6%
> CCCCCCCNC(=O)C1(CC2CC(c3cccc(Br)c3)=NO2)CCNCC1 (stereo not drawn)
    ?, 18.8%, i, 7.0%, -1.3%, ?, -1.1, -3.2%, 2.9%
> CCCc1ccc(S(=O)(=O)N2CCC(Oc3ccc(-n4cnnn4)cc3)CC2)cc1
    ?, 0.0%, ., ., ., -11.9%, ., -0.2%, .
> N#CC1=C(N)N(c2cccc(Cl)c2)C2=C(C(=O)CCC2)C1c1cc(CN2CCOCC2)cs1 (stereo not drawn)
    25.1%, 2.7%, ., ., ., -23.3%, ., 0.3%, .
> O=[N+]([O-])c1ccc(-c2cnc(SC(c3ccccc3)c3ccccc3)[nH]2)cc1
    ?, -15.9%, i, 2.1%, -1.9%, ?, -1.9, 4.5%, 17.9%
> COc1ccc(CCNC(=O)CN(C)S(=O)(=O)c2cccs2)cc1
    -3.5%, -1.5%, i, -1.6%, 0.7%, -5.5%, 2.2, 0.1%, -3.6%
> Cc1ccc2c(=O)cc(C(=O)Nc3ccc(S(=O)(=O)Nc4ncccn4)cc3)oc2c1C
    -21.7%, 0.5%, ., ., ., -7.9%, ., -0.7%, .
> Cc1ccc(-c2ccc(=O)n(CC(=O)NCCCN3CCCCC3)n2)cc1
    -1.8%, -0.7%, i, -0.9%, -0.4%, 0.8%, -3.7, 0.0%, 8.5%
> COCc1c(C(=O)N2CCN(S(=O)(=O)c3ccccc3Cl)CC2)oc2ccccc12
    ?, 5.7%, i, -11.8%, 0.3%, -20.7%, 0.2, 1.7%, 12.6%
> COc1ccccc1N1CCN(CCCNC(=O)c2nnc(Cc3c(F)cccc3Cl)o2)CC1
    -13.5%, -9.5%, ., ., ., -6.7%, ., 1.1%, .
> CCN(CC)C(=O)CSc1nnc(SC(C)C(=O)NC2CC2)s1 (stereo not drawn)
    -2.8%, -1.6%, i, 14.5%, 0.6%, -2.0%, -5.1, -0.6%, -5.5%
> Cc1ccc2c(c1)c1c(c(=O)n(-c3cccc(Cl)c3)c(=O)n1CC(N)=O)n2C
    29.1%, -5.7%, ., ., ., 1.9%, ., -0.5%, .
> Cc1nnc(SCC(=O)Nc2cccc([N+](=O)[O-])c2)n1CC1CCCO1 (stereo not drawn)
    -19.3%, -7.4%, i, 0.3%, -2.2%, 0.0%, -2.3, 5.9%, 1.2%
> CC(Nc1ncnc2nc[nH]c12)c1ccccc1 (stereo not drawn)
    -13.3%, 1.9%, i, 5.6%, 0.5%, 4.9%, -4.3, -0.3%, 14.3%
> CCOc1ccc(NC(=O)CN2C(C(=O)OC)=C(c3ccccc3)c3cc(Cl)ccc3S2(=O)=O)cc1
    11.7%, 2.2%, ., ., ., -17.6%, ., -0.4%, .
> CCNC(=O)C1CCCN(Cc2cc(-c3ccccc3)on2)CC1 (stereo not drawn)
    ., ., i, -1.3%, ., -11.3%, 0.5, 5.3%, 1.8%
> CC1CC(=O)Nc2ccccc2N1S(=O)(=O)c1ccc(F)cc1F (stereo not drawn)
    1.6%, -8.0%, i, -6.6%, -0.5%, 0.0%, -0.7, 0.1%, 3.5%
> CN(C)c1nc(OCCOC(=O)c2ccccc2)nc(N(C)C)n1
    2.4%, ., i, 5.3%, -2.1%, 5.6%, 0.1, -0.7%, 8.5%
> O=C(Nc1ccccc1C(=O)N1CCCC1)c1ccc(Cl)cc1Cl
    -7.4%, 1.6%, i, -11.3%, 2.4%, -21.7%, -2.7, 2.2%, 12.4%
> COC(=O)c1ccc(N=NN2CCOCC2)cc1
    ?, -0.1%, i, -0.3%, 0.2%, -1.4%, 2.4, 4.8%, 2.0%
> CC(C)n1cc(C(=O)c2cc(Br)ccc2O)cc(C#N)c1=O
    -6.2%, -4.5%, i, 2.2%, -3.2%, -15.0%, -1.1, 0.3%, -2.2%
> CCOc1ccc(N/C(N)=N/c2nc(CSc3nnc(C)s3)cc(=O)[nH]2)cc1
    ?, -17.2%, i, 0.5%, 2.0%, 3.9%, 0.2, 0.2%, -10.5%
> Cc1ccccc1Nc1c(C)c(C)nc2ncnn12
    ?, 0.5%, i, -0.6%, -1.9%, 1.9%, 0.2, 3.0%, -4.6%
> Cc1cccc(CN2CCN(C(=S)Nc3ccccc3)CC2)c1
    -7.5%, 0.2%, i, 1.0%, 1.5%, -5.1%, -1.0, 0.5%, 12.1%
> Cc1onc(-c2c(Cl)cccc2Cl)c1COC(=O)c1ccc([N+](=O)[O-])cc1
    0.9%, 0.1%, i, -9.1%, -0.7%, -8.7%, -3.0, 0.3%, -0.1%
> COCCn1c(N)c(N(Cc2ccccc2)C(=O)c2ccc(N3CCCC3=O)cc2)c(=O)[nH]c1=O
    -11.8%, 1.1%, i, 4.2%, ., -1.4%, 1.9, 0.0%, 6.6%

# High-throughput results (PubChem)
